Screening results from PubChem.
BRCA1 expr act: activators of BRCA1 expression. Potency, µM (titrated, usually from 46.1 µM), for the others: at the top dose activation, most hits filed as activators. hit rate 1.1% among 380,000. MCF7-BRCA1-FFLuc reporter, luminescence, 48 h; response scale: scaled: vehicle 0%, 10 µM genistein 100%; further: potency means the concentration at half of the fitted maximal effect; nearly all actives have a fitted effect of over 80% in size; some results filed as inactive show a strong effect at the top dose
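MCF7-BRCA1-FFLuc cells, 2000/well in phenol-red-free MEM, attached 2 h then treated 48 h at 37 C. Luciferase luminescence read 15 min after reagent; normalized to genistein maximum activation (10microM) and DMSO, concentration-response fitted.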
TRPV1 agonist: activates the human vanilloid receptor TRPV1 | Q8NER1 | TRPV1-expressing cells, Fluo-8 calcium influx, agonist mode | activation, % at 8.33 µM | hit rate 0.19% among 320,000; in the data active means activation above about 80%; inconclusive means between about 30% and that limit; further: 0% is about no effect
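Cells expressing TRPV1 were dye-loaded with Fluo-8 and read kinetically: 10 s baseline, 3 min after compound (agonist portion), then 2 min after EC20 capsaicin (allosteric enhancer portion). Calcium-bound dye fluorescence at 480/520 nm.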
TSG101-PTAP inh: blocks PTAP/TSG101 interaction to inhibit HIV-1 budding; Q99816; Fluorescence polarization, FITC-PTAP peptide / Tsg101 binding; Potency, µM (top dose mostly 115 µM), inactives show at the highest dose activity change, negative = inhibition, actives largely listed as inhibitors; 340,000 tested, under 10 active; AID 493005; active means well fitted inhibition curve with a large enough effect in the main read-out, with a control signal flat, not every such curve was filed as active; inconclusive means small, poorly fitted or top-dose-only effect, or effect the other way, or a change in a side signal; inactive means no such curve, though single readings can be large or run the other way; further: potency means the concentration at half of the fitted maximal effect; % of control where 0% means no effect
Target sequence (Q99816 whole entry, looked up): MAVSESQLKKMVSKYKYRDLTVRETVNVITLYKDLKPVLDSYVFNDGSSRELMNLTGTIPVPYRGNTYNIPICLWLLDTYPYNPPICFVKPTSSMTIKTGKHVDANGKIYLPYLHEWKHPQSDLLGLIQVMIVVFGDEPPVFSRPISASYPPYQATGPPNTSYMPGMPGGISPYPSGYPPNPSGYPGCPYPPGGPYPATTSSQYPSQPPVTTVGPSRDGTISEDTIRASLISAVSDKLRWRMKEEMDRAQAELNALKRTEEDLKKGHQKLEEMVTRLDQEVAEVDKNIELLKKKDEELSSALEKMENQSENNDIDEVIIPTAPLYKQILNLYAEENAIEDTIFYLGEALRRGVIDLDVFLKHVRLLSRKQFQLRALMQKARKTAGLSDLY
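Tsg101 binding domain (10 uM final) was mixed with compound and a FITC-labeled PTAP peptide (50 nM final) in HEPES pH 7.5 buffer with NaCl, Tween 20, EDTA and TCEP; fluorescence polarization was read after 20 min at r.t.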
CXXC DNA block: blocks binding of human MLL CXXC domain to DNA; Potency, µM (doses to about 115 µM), for inactives: at the highest dose activity change, negative = inhibition, most hits filed as inhibitors; MLL-CXXC / FITC-HOXA9 DNA fluorescence polarization; hit rate 0.037% among 290,000; Q03164; active means well fitted inhibition curve with a large enough effect in the polarisation, with a control signal flat, not every such curve was filed as active; inconclusive means small, poorly fitted or top-dose-only effect, or effect the other way, or a change in a side signal; inactive means no such curve, though single readings can be large or run the other way; the % refers to the polarisation; further: potency means the concentration at half of the fitted maximal effect
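Steps: dispense CXXC domain solution (7 uM) → pin compounds or unlabeled HOX-A9 DNA control → 5 min ambient → add FLSN-HOX-A9 solution (50 nM) → spin → 30 min ambient → fluorescence polarization. Tris pH 7.5/NaCl/DTT/BSA buffer.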
B2AR arrestin: agonists driving beta-arrestin recruitment to human beta2-adrenergic receptor; beta-arrestin recruitment to beta2AR, cell-based reporter; Potency, µM (titrated, usually from 46.1 µM), for inactives: top-dose activation, actives largely listed as activators; hit rate 0.02% among 330,000;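 further: potency means the concentration at half of the fitted maximal effect; 0% = DMSO controls and full agonism = EC100 isoproterenol or metaproterenol; nearly all actives have a fitted effect of over 65% in size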
Target sequence (P07550 whole entry, looked up): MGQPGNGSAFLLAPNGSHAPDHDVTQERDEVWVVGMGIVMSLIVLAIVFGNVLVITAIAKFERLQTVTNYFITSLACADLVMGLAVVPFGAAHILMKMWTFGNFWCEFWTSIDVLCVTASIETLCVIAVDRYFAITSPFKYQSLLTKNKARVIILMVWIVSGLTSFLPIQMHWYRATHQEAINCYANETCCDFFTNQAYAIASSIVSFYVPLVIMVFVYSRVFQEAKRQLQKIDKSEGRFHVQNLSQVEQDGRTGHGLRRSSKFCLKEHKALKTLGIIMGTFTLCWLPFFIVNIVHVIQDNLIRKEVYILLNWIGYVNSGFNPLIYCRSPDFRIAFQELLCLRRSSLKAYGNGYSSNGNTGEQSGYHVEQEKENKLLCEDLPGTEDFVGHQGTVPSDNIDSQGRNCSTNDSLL
TCR act: activators of T cell receptors; 330,000 tested, under 10 active; primary human leukocytes, anti-CD3, IL-2 HTRF, 48 h; Potency, µM (titrated, usually from 9.22 µM), for inactives: at the top dose activation of IL-2 secretion, usual class: activators; AID 504894; further: % of control where 0% means no effect
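Primary human leukocytes incubated 48 hr with anti-CD3 beads plus compound, without co-stimulation. Secreted IL-2 measured by HTRF (europium cryptate/d2 anti-IL-2 pair, 320 nm excitation, 665 nm emission).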
AT treatment: candidate therapy for ataxia-telangiectasia. […] A-T fibroblasts, KAP-1 phosphorylation AlphaLISA; neocarzinostatin DNA damage 30 min before lysis. Potency, µM (doses to about 57.5 µM), inactives show top-dose activation, actives largely listed as activators. hit rate 0.19% among 320,000. AID 485349; further: potency means the concentration at half of the fitted maximal effect; % of control where 0% means no effect; nearly all actives have a fitted effect of over 45% in size
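hTERT-immortalized A-T patient fibroblasts ([…]), 500 cells/well in OPTI-MEM, 1% FBS, got compounds for 60 min, then NCS for 30 min at 37C. Lysates were then assayed for phospho-KAP-1 by AlphaLISA (anti-pKAP1 donor, anti-KAP1 acceptor beads), 6 hr at 25C.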
p53 reactivation: restores transcriptional activity of mutant p53. H1299 p53-A138V BP100-luciferase reporter, luminescence, 24 h. Potency, µM (doses to about 92.2 µM), for the others: at the highest dose activity change, positive = activation, most hits filed as activators. hit rate 0.063% among 320,000; further: potency means the concentration at half of the fitted maximal effect; % of control where 0% means no effect; nearly all actives have a fitted effect of over 45% in size
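p53-null H1299 cells stably carrying temperature-sensitive p53-A138V and a BP100-luciferase reporter were pinned with compounds (4-point, 1:5 series) and held 24 hrs at 37 deg C. Luminescence was read 10 min after detection reagent.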
ELG1 repair inh: blocks ELG1-dependent DNA repair in HEK293T cells; hit rate 2.3% among 330,000; Potency, µM (series often up to 46.1 µM), for inactives: at the highest dose activity change, negative = inhibition, most hits filed as inhibitors; HEK293T ELG1-luciferase reporter, luminescence, 16 h; DNA damage induced by 5-fluorouridine; AID 504467; further: potency means the concentration at half of the fitted maximal effect; on the % scale 0 is the no-effect control and ±100 the full control effect; nearly all actives have a fitted effect of over 55% in size
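Step one: seed 2,000 cells per well. Step two: pin-transfer compound or DMSO alongside 5-fluorouridine. Step three: incubate 16 hr, 37 °C, 5% CO2. Step four: add ONE-Glo, wait 30 min, read luminescence.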
Integrin act MD: integrin-mediated muscular dystrophy alleviation activation. alpha7betagal myoblasts, beta-gal FDG fluorescence, 48 h. Potency, µM (doses to about 38.3 µM), for inactives: top-dose activation, usual class: activators. hit rate 0.064% among 350,000. AID 624291;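 further: potency means the concentration at half of the fitted maximal effect; 100% = response of the positive control SU9516; nearly all actives have a fitted effect of over 60% in size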
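Alpha7betagal+/- myoblasts (passage 13) were plated 16-24 hr, then exposed to compounds (1:260 dilution of DMSO stock) for 48 hours at 37C. After MPER lysis, β-galactosidase reporter activity was read as FDG fluorescence (ex 480/em 540) after 30 minutes.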
The depositor's hits bear a star; ? = inconclusive; . = not tested or not shown; & = joins results of further samples; [ ] = another dose, or the depositor's remark. Unless noted, the call rests on the fitted dose curve; in most records, active means well fitted curve in the direction sought with a large enough effect; inconclusive means small, poorly fitted or top-dose-only effect, or another doubt; inactive means no such curve, though single readings can be large; an effect the other way counts as inactive or inconclusive.

The line under a structure holds: BRCA1 expr act, TRPV1 agonist, TSG101-PTAP inh, CXXC DNA block, B2AR arrestin, TCR act, AT treatment, p53 reactivation, ELG1 repair inh, Integrin act MD
Cc1ccccc1-n1nc(C(=O)O)cc1-c1ccccc1
    0%, 0, -12%, 13%, 0.2%, 1%, 2%, -5%, 0%, -3%
COc1cc(OC)cc(C(=O)NC(=S)N2CCCCCC2)c1
    -31%, 1, 3%, 0%, -0.3%, 14%, 2%, -3%, 5%, -12%
CCC1(C)Cc2c(sc3c2c(=O)n(C)c2nnc(SCc4ccc5c(c4)OCO5)n32)CO1 (centres undefined)
    -33%, 2, -6%, 6%, 0.0%, 4%, 3%, -7%, -1%, -3%
CC(=O)Nc1ccc(NS(=O)(=O)c2ccccc2)cc1
    -13%, -6, -4%, 11%, 0.1%, 2%, 0%, 8%, -7%, 13%
Cc1onc(-c2ccccc2)c1C(=O)Nc1nnc(COc2ccc(Cl)cc2)s1
    0%, 9, -4%, -2%, -0.7%, 1%, 4%, 10%, -1%, -21%
Cc1ccc(N(CC(=O)Nc2cccc(C)c2)S(=O)(=O)c2cccc3nonc23)cc1
    -1%, -1, -9%, 17%, -0.1%, -1%, 6%, -10%, 5%, 25%
COc1ccc(NC(C)=O)cc1S(=O)(=O)Nc1ccc(OCc2ccccc2)cc1
    -44%, 4, 0%, 29%, -0.3%, 0%, 4%, 0%, ?, -50%[inhibitor]
Cc1cccc(C(=O)NCC(=O)OCC(=O)NC2CCCCC2)c1
    -10%, ., -6%, ., -0.7%, 7%, 35%, 5%, 4%, -3%
O=C(O)/C=C\C(=O)Nc1ccccc1C#Cc1ccccc1
    26%, 1, -4%, -21%, 0.1%, 2%, 4%, ?, ?, -1%
O=S(=O)(Nc1cccnc1Cl)c1ccc2c(c1)OCCO2
    1%, -2, 1%, -5%, 0.2%, ., 1%, 8%, -3%, 0%
Cc1cccc(C)c1NC(=O)CN(C)C(=O)COc1cccc2c1OC(C)(C)C2
    3%, 1, 1%, ., -0.5%, 1%, -15%, -1%, -16%, 16%
COc1ccc(C(CCc2ccc(C)o2)NC(=O)Nc2ccc(OC)cc2OC)cc1 (centres undefined)
    -13%, 0, -8%, -5%, -0.3%, 5%, -10%, 0%, -11%, -3%[7.66 µM]
COC(=O)C1=C(CSc2nc3ccccc3s2)NC(=O)NC1c1ccc(F)cc1 (centres undefined)
    -40%, 1, 1%, -2%, 0.1%, -3%, -8%, -3%, -18%, -48%[inhibitor]
O=C(O)c1ccccc1C1=Nc2ccc(O)cc2Oc2cc(O)ccc21
    -5%, 4, ?, ?, 0.4%, ., ., 1%, -4%, 3%
COc1ccc(N/C=C(\C#N)S(=O)(=O)c2ccc(Cl)cc2)c(OC)c1
    -16%, 19, -7%, 0%, 3.1%, 2%, 11%, -2%, 11%, -14%
O=C1c2ccccc2C(=O)N1n1cccc1
    -23%, 6, 0%, 8%, 0.4%, 2%[46.1 µM], -12%, 20%, 12%, -6%
O=C(NNC(=O)c1cc(-c2ccc(Cl)c(Cl)c2)nc2ccccc12)Nc1ccccc1
    -73%, 9, 1%, 42%[activator], 0.2%, 1%, 2%, 0%, -15%, -7%
COc1ccc(-c2nnc3n2C(C)(C)Cc2cc(OC)c(OC)cc2-3)cc1
    ., -2, ., 1%, -1.4%, ., 2%, -4%, -9%, .
Cc1[nH]c(SCC(=O)c2c(N)n(C)c(=O)n(C)c2=O)nc1Cc1ccccc1
    -5%, ., -1%, ., -0.5%, -4%, -4%, 0%, 2%, -10%
CCOCCCNC(=S)N1C2CCC1CC(NC(=O)NC13CC4CC(CC(C4)C1)C3)C2 (centres undefined)
    2%, 0, -6%, -2%, -0.3%, ., -2%, 2%, 9%, -9%
COc1ccc(NC(=O)CSc2ccccn2)cc1
    50%, 1, -3%, -22%, 4.5%, 2%[46.1 µM], 1%, ?, ?, -1%
Cc1csc2nc(O)c(C(=O)NCCCc3ccccc3)c(=O)n12
    -46%, 3, -2%, ., -0.1%, 3%, 0%, 4%, ?, -19%
CCCCCCCNC(=O)C1(CC2CC(c3cccc(Br)c3)=NO2)CCN(C(=O)Cc2ccc(F)cc2)CC1 (centres undefined)
    0%, 0, -1%, ., 0.4%, -7%, 3%, 0%, ?, -11%
CCOC(=O)Cc1cc(-c2ccccc2)nc2ccc3ccccc3c12
    -55%, 17, 2%, 4%, 0.5%, 4%, 13%, -3%, -1%, 19%
O=C(Nc1nc(-c2ccc3c(c2)OCO3)cs1)c1ccncc1
    0%, ?, 0%, 4%, -0.3%, 2%, -3%, 12%, 7.1µM*, -22%
C#CCn1cc(/C=N/Nc2nc3ccccc3[nH]2)c2ccccc21
    -50%, 3, 1%, ?, -0.6%, 11%[46.1 µM], -2%, 14µM*, ?, -15%
COc1ccc(Br)cc1CN1CCN(S(=O)(=O)Cc2ccccc2)CC1
    -14%, 3, -7%, 33%[activator], -0.9%, 3%, -4%, 3%, -3%, -5%
COc1ccc(-n2nnnc2SCC(=O)Nc2cccc(O)c2)cc1
    -4%, 17, -4%, -5%, -0.1%, ., 6%, ., 0%, -6%
CCOc1ncccc1C(=O)N(C)CC(=O)Nc1ccc(C)cc1
    -14%, 5, -2%, -1%, -0.6%, 3%[46.1 µM], -3%, -7%, 3%, 19%
CCc1ccccc1NC(=O)COC(=O)C1CC(=O)N(c2ccc(F)cc2)C1 (centres undefined)
    -1%, -1, -2%, -2%, -0.3%, 4%, -2%, 10%, 6%, 2%
O=C(CN(C(=O)CCC(=O)Nc1nccs1)c1ccc(F)cc1)NCCc1ccccc1
    -12%, 5, 0%, -6%, 0.1%, -2%, 11%, -11%, ?, 15%
COc1ccc(OCC(=O)N/N=C/c2ccc(OC)c(OC)c2C(=O)O)cc1
    -1%, 1, -5%, 6%, -0.1%, 1%[46.1 µM], 2%, 12%, 6%, 34%
COc1cc(/C=C2\SC(=S)N(CC(=O)O)C2=O)ccc1OC(=O)c1ccco1
    -3%, -6, 1%, 37%[activator], -0.5%, 7%, -2%, 0%, 11%, -19%
O=C(NCCCc1ccccc1)C1CCC(=O)N(CCc2ccc(Cl)cc2)C1 (centres undefined)
    -3%, 4, -4%, 5%, 0.3%, -5%, 5%, -11%, 14%, -19%
CCC(=O)N1C(=O)CCN(C(C)=O)c2ccccc21
    -4%, 9, 0%, 3%, -0.9%, -5%[46.1 µM], -4%, 14%, 2%, 18%
CS(=O)(=O)Nc1ccc(C(=O)NCCSCc2ccccc2)cc1
    -28%, 18, -5%, 7%, -0.5%, 0%, 10%, -3%, -8%, -12%
Cc1c(O)ccc(C(=O)COc2ccc(F)cc2)c1O
    ?, 17, -1%, -1%, -0.1%, 1%, -2%, ?, ?, -10%
Cc1cc(C)cc(OCC(=O)O/N=C(\N)c2ccccc2Cl)c1
    30%, -3, -1%, -7%, -0.3%, -2%, 0%, 4%, ?, 7%
Cc1cc(NC(=O)Cn2c(=O)c3c(ncn3CCC(C)C)n(Cc3ccccc3)c2=O)no1
    1%[1.84 µM], 0&1, -1%, ?, -0.5%&0.4%, 3%, 0%, -1%, ?, 11%
CCOC(=O)N1CCN(C(=O)c2cnn3c(C)c(Cc4ccc(C)cc4)c(C)nc23)CC1
    -13%, 4, -5%, 0%, -0.4%, -4%, -2%, 1%, ?, -19%
COC(=O)c1ccc(NC(=O)Nc2ccc(F)cc2F)cc1
    3.2µM*, 7, -8%, 3%, -0.4%, 1%, 3%, 7%, ?, -36%
COC(=O)c1ccc(C(=O)OCCCc2nc3ccc(N)cc3[nH]2)cc1
    10%, -5, -3%, -2%, 0.2%, -2%[46.1 µM], 1%, 11%, -6%, 21%
C=CCn1c(=O)c(C(=O)NCCc2ccccc2)c(O)c2ccccc21
    -25%, 3, -5%, 5%, 0.0%, 1%, 15%, 16%, -5%, -4%
Cc1ccc2c(c1)nnn2C1CCN(S(=O)(=O)c2ccc(C(=O)N3C(C)CCCC3C)cc2)CC1 (centres undefined)
    -77%[inhibitor], 25, -7%, 12%, -1.0%, 6%, 2%, 25%, ?, -13%
Cc1cc(=O)oc2c(C(=O)/C=C/c3ccccc3)c(O)ccc12
    -44%, 2, 0%, 7%, -0.1%, 0%, -4%, 1%, 0%, -21%
Cc1ccc(C)c(N2CCN(C(=O)CCS(=O)(=O)c3ccc4c(c3)NC(=O)CO4)CC2)c1
    -27%, ?, -7%, 54%[activator], 3.5%, -2%, -1%, -10%, ?, -3%
Cc1ccccc1Nc1nc(N)nc(COC(=O)CCS(=O)(=O)c2ccccc2)n1
    18%, 0, 0%, 3%, -0.3%, 0%, 4%, 1%, 17%, -24%[7.66 µM]
